Screens deposited in PubChem by The Scripps Research Institute Molecular Screening Center.
PLCg1 inh – PLC-gamma1 enzyme inhibitors, primary screen, biochemical, fluorescence, purified enzyme. 1-phosphatidylinositol 4,5-bisphosphate phosphodiesterase gamma-1 (Homo sapiens), P19174. AID 720700, 2013. inhibition, % at 12.2 µM. fluorogenic substrate. 370,000 compounds, 0.84% hits; in the data active = inhibition above about 9.5%
PLC-beta3 inh – human PLC-beta3 inhibitors, primary screen, biochemical, fluorescence; 1-phosphatidylinositol 4,5-bisphosphate phosphodiesterase beta-3 (Homo sapiens), Q01970; Purified PLC-beta3, fluorogenic substrate; inhibition, % at 12.2 µM; 370,000 compounds, 0.18% hits; AID 720704, 2013; in the data active = inhibition above about 11%;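 also: 0% = median of compound wells on plate and 100% = full blocker control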
hcDAF-12 act – H. contortus DAF-12 nuclear receptor activators, primary screen, cell-based, luminescence, HEK293, lit1-tk-luc reporter; 370,000 compounds, 1.4% hits; activation, % at 6.8 µM; HEK293 hcDAF-12 lit1-tk-luc reporter; 0% DMSO, 100% Δ7-dafachronic acid;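 active = activation above the mean of all tested compounds plus 3 SD, cut at about 5.5% in these data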;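 also: 100% = response to 3 µM Δ7-dafachronic acid high control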
ssDAF12 agonist – S. stercoralis DAF-12 nuclear receptor activators, primary screen, cell-based, luminescence, HEK293, GRIP1 co-expression, lit1-tk-luc. HEK293 ssDAF-12/GRIP1 lit1-tk-luc reporter; % of 3 µM dafachronic acid response. activation, % at 6.8 µM. 370,000 compounds, 1% hits. AID 652126, 2013;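 active = activation above the mean over all tested compounds plus 3 SD, cut at about 0.9% in these data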;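 also: 0% = DMSO-only wells and 100% = 3 µM delta7-dafachronic acid wells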
ADAM10 inh – human ADAM10 inhibitors, primary screen, biochemical, QFRET, HTS. 370,000 compounds, 0.62% hits. inhibition, % at 7 µM. Disintegrin and metalloproteinase domain-containing protein 10 (Homo sapiens), O14672. recombinant ADAM10, EDANS/DABCYL FRET peptide cleavage, 3 h. AID 720582, 2013;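 active = inhibition above a per-campaign cutoff equal to the mean of compounds falling between control-based bounds plus 3 SD, cut at about 20% in these data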;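 also: 0% = DMSO wells while the 100% control is not disclosed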
Target sequence (O14672 214-748 limits assumed): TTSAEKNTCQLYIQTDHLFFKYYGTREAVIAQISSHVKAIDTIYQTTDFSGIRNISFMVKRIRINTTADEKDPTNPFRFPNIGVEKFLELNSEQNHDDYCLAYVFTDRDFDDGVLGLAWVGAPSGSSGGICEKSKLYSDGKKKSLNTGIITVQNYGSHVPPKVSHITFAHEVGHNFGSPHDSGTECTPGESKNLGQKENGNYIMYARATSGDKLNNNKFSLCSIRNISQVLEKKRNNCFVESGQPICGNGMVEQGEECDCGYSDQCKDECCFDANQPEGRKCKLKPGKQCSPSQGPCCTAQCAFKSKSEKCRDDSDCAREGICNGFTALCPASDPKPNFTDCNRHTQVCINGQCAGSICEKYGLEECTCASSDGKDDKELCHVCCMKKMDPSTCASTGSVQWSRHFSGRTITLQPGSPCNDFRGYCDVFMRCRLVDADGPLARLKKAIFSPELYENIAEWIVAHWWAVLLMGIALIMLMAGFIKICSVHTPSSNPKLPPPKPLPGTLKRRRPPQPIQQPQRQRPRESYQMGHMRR
FXN GAA850 act – FXN promoter activators, primary screen, cell-based, luciferase luminescence, HEK293 lucGAA850; HEK293 lucGAA850 FXN promoter luciferase reporter, 24 h; percent of 10 µM SAHA response; activation, % at 6 µM; 360,000 compounds, 0.56% hits; AID 540364, 2011;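 active = activation above the average of all compounds screened plus 3 SD, cutoff fixed separately per campaign, cut at about 7.5% in these data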;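 also: 0% = DMSO wells and 100% = 10 µM SAHA wells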
ADAM17 inh – ADAM17 inhibitors, primary screen, biochemical, QFRET. 370,000 compounds, 0.83% hits. inhibition, % at 6.95 µM. recombinant ADAM17, EDANS/DABCYL FRET peptide cleavage;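 active = inhibition above the mean of compounds lying between control limits plus 3 SD, set per campaign, cut at about 8.5% in these data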;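 also: 0% = DMSO-only wells as the low control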
DAX1 inh-1 – DAX1 (NR0B1) inhibitors on StAR promoter, primary screen, cell-based, luminescence, SF-1 (NR5A1), full-length DAX-1; HEK293T StAR-luciferase reporter, SF-1/DAX-1 repression relief; 370,000 compounds, 1.1% hits; inhibition, % at 6.8 µM; AID 652010, 2013;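 active = inhibition above the mean over all tested compounds plus 3 SD, cut at about 3.6% in these data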;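 also: 0% = DAX-1 cells with DMSO and 100% = cells lacking DAX-1 with DMSO; higher inhibition means more luminescence from relief of DAX-1 repression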
HGIII-sPLA2 inh – human group III sPLA2 inhibitors, primary screen, biochemical, QFRET, BODIPY PC-A2 liposome substrate; Group 3 secretory phospholipase A2 (Homo sapiens), Q9NZ20; QFRET BODIPY PC-A2 liposome hydrolysis, fluorescence; inhibition, % at 12.2 µM; 370,000 compounds, 0.56% hits; AID 743126, 2013;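 active = inhibition above mean plus 3 SD of compounds lying within the high and low control bounds, cut at about 19% in these data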;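 also: 0% = median of test compound wells and 100% = no enzyme DMSO wells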
DAX1 inh-2 – DAX1 (NR0B1) inhibitors, primary screen, cell-based, HEK293, Gal4-DAX1, luciferase luminescence. HEK293 Gal4-DAX1 luciferase reporter. 340,000 compounds, 0.99% hits. Nuclear receptor subfamily 0 group B member 1 (Homo sapiens), P51843. AID 504766, 2011. inhibition, % at 6.75 µM;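 active = inhibition above the mean over all tested compounds plus 3 SD, cut at about 4.2% in these data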;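 also: 0% = DAX1-transfected cells with DMSO and 100% = empty-vector control cells with DMSO; inhibition shows as a rise in luminescence from relieved DAX1 repression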
Target sequence (P51843 207-470 limits assumed): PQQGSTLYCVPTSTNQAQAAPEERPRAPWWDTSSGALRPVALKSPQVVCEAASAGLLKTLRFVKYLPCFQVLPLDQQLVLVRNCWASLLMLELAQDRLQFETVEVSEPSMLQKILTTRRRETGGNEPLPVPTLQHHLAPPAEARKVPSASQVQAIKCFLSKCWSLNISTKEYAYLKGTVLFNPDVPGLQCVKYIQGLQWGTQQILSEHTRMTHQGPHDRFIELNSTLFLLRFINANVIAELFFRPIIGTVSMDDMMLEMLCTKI
hgDAF12 agonist – H. glycines DAF-12 receptor agonists, primary screen, cell-based, luminescence, HEK293, GAL4 fusion, UAS-luciferase. Nuclear hormone receptor DAF-12 (Heterodera glycines), GAL4 fusion. 370,000 compounds, 1.8% hits. activation, % at 6.8 µM. HEK293 GAL4-hgDAF12 UAS-luciferase reporter, agonist luminescence; normalized to butyrate control;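 active = activation above a cutoff set at the mean of all screened compounds plus 3 SD, cut at about 10% in these data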;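 also: 0% = DMSO wells and 100% = sodium butyrate wells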
* marks the source's active call; other numbers are inactive results; i = inactive; nt = no result given. This is a random part of the collection. About 6.9% of those tested had a hit in this group.

smiles,DAX1 inh-2,PLCg1 inh,ADAM17 inh,HGIII-sPLA2 inh,DAX1 inh-1,ssDAF12 agonist,hcDAF-12 act,ADAM10 inh,FXN GAA850 act,hgDAF12 agonist,PLC-beta3 inh
Fc1ccc2nc(-c3ccccc3)nc(SCc3nnc(-c4ccccc4)o3)c2c1,1.4,3,2,7,1.4,1.5*,3.6,7,-0.4,0.6,3
Cc1ccc(OC(C)C(=O)N2CC(=O)Nc3ccccc32)c(C)c1 (stereo not given),0.3,-2,2,0,-0.1,-0.8,-1.6,-1,0.0,-1.2,-6
N#Cc1ccccc1OCC(=O)OCC(=O)N1CCN(C(=O)c2ccco2)CC1,0.9,-3,-5,-3,1.7,-0.4,0.3,-8,0.9,3.7,-1
O=C1C=CC(=O)N1Nc1ccc(Br)cc1,-1.5,0,-1,9,0.6,-0.7,-2.7,-11,0.9,-0.9,1
CCOc1ccc(S(=O)(=O)NC(Cc2c[nH]c3ccccc23)C(=O)O)cc1 (stereo not given),1.3,-1,3,-66,0.0,0.1,5.5,6,0.8,3.2,-10
CC(=O)N1[C@H](C)C=C[C@]1(Cc1ccccc1)C(=O)NCCN1CCOCC1,4.1,-1,-5,7,0.0,-1.5,-1.0,1,2.6,0.7,3
COc1cccc(N=Nc2c(=O)[nH]n3c(C)cc(C)nc23)c1,-0.2,3,7,22*,-0.3,-0.7,-0.7,5,1.1,1.3,4
CCn1cc(C(=O)N2CCCc3ccccc32)c2cc(OC)c(OC)cc2c1=O,-0.6,3,1,4,-0.1,-0.6,-2.2,15,2.8,-0.6,1
CCCCC(=O)NC1(C(F)(F)F)C(=O)N(CC(C)C)C2=C1C(=O)CC(C)(C)C2 (stereo not given),0.5,5,0,4,-0.1,-0.4,-0.7,5,-1.0,-0.6,5
Cc1ccc(C(C(=O)NC(C)(C)C)N(Cc2ccco2)C(=O)CCC(=O)Nc2ccccn2)cc1 (stereo not given),-1.3,0,-4,2,0.6,-1.0,-2.6,1,1.1,1.6,-6
O=C(Nc1ccccn1)c1ccc(S(=O)(=O)N2CCCCC2)cc1,1.3,0,-1,-5,3.8*,-0.2,1.9,0,0.8,4.7,-7
O=C(Nc1c(-c2ccccc2)nc2ccccn12)c1ccccc1F,0.7,1,-2,0,-0.9,-0.3,-3.6,5,-0.2,-1.6,0
COC(=O)c1cc(Br)c(=O)n(CCN2CCOCC2)c1,0.6,-3,-2,2,0.0,-0.9,-0.4,4,-2.2,-0.7,2
COc1ccc(OC)c(/C=C2\SC(N3CCCCC3)=NC2=O)c1,-0.6,i,-2,1,0.2,-0.9,-3.3,-1,1.9,0.7,i
COCc1ccc(-c2c(-c3cc(OC)cc(OC)c3)oc(=O)c3cc(OC)c(OC)cc23)cc1,1.7,-2,-2,5,-0.1,-0.6,0.6,-3,-0.2,4.3,-8
COc1c(O[C@@H]2O[C@H](CO)[C@@H](O)[C@H](O)[C@H]2O)cc2c(c1OC)-c1ccc(SC)c(=O)cc1C(NC(C)=O)CC2 (stereo not given in full),-0.2,3,5,2,0.2,-0.6,-2.0,7,1.7,1.9,-3
COc1ccnc(-n2cccc2C#N)c1C#N,0.2,-3,-8,-5,-0.9,-1.1,-0.9,-4,0.2,2.4,-1
Cc1ccc(NC(=O)c2oc3ccccc3c2C)nc1,1.7,2,0,-8,8.2*,3.3*,8.5*,-7,4.5,13*,-3
Cc1cc(C)n(C(=O)CCN2C(=O)c3ccccc3C2=O)n1,1.1,2,-2,-1,-0.1,-0.7,-1.0,-3,0.2,-1.9,3
C=C1CC[C@@H]2[C@](C)(CO)[C@H](O)CC[C@@]2(C)[C@@H]1/C=C/C1=CCOC1=O,-0.4,1,-7,-13,-0.6,-1.2,-1.1,2,2.6,-1.3,-4
CC(Sc1nnc(CN2CCCC2)n1Cc1ccccc1)C(=O)Nc1ccc(F)c(F)c1F (stereo not given),0.0,4,-2,2,0.1,-0.8,1.1,-9,1.1,-0.4,-6
COc1cc(/C=N/OCC(=O)NC23CC4CC(CC(C4)C2)C3)ccc1OCc1ccccc1,-0.8,-4,6,-20,-0.2,-1.1,-2.1,8,4.7,3.9,-3
O=c1[nH]c2ccccc2s1,1.8,3,-2,15,0.4,-1.1,1.2,-14,0.9,3.2,-1
Cn1ccc2c(N3c4ccccc4CCc4ccccc43)cc3c(c21)C1CCC3O1 (stereo not given),nt,-19,-7,7,-0.5,-1.3,0.8,-19,nt,-3.8,-31

Limited to ssDAF12 agonist (2 entries from above):
Compound	ssDAF12 agonist
COc1cc(/C=N/OCC(=O)NC23CC4CC(CC(C4)C2)C3)ccc1OCc1ccccc1	-1.1
O=c1[nH]c2ccccc2s1	-1.1

Carrying on.
smiles,DAX1 inh-2,PLCg1 inh,ADAM17 inh,HGIII-sPLA2 inh,DAX1 inh-1,ssDAF12 agonist,hcDAF-12 act,ADAM10 inh,FXN GAA850 act,hgDAF12 agonist,PLC-beta3 inh
CCOC(=O)c1nc(Nc2cccc(C)c2)c2ccccc2n1,-2.0,-19,-4,-2,-1.7,-1.7,-3.8,-6,-0.9,-5.2,-36
CN1CCN(C(=O)CSc2nc(-c3ccco3)cc(C(F)(F)F)n2)CC1,0.8,-4,1,-7,0.2,-0.3,0.8,-1,0.0,3.2,-2
COc1ccc(OCCCCn2c(CO)nc3ccccc32)cc1,-0.8,-1,-3,-2,-0.6,-1.6,-0.8,4,2.3,-1.7,-7
CCOc1ccc(N/C(C)=C\C(=O)c2ccc3c(c2)OCCO3)cc1,1.6,1,1,6,0.4,-0.8,-0.4,6,3.1,3.1,-3
O=C1CSC(c2ccccc2Cl)N1 (stereo not given),0.1,1,-3,-2,-0.1,-1.3,-0.6,-5,1.1,-1.1,-1
COc1ccc(NC(=O)C(C)N2c3cccc4cccc(c34)S2(=O)=O)cc1 (stereo not given),0.6,-51,-18,-20,-1.5,-1.4,-1.6,-59,2.0,-6.2,-75
Cc1ccc2nc(SCC(=O)NC(=O)NCc3ccco3)[nH]c2c1,2.2,-4,-4,-9,-0.2,-0.3,0.2,-3,0.4,-2.0,0
O=C1CN(C(=O)COC(=O)CCc2ccccc2)c2ccccc2N1,-1.2,2,-4,4,-0.3,-0.2,1.2,-13,1.8,4.9,0
COc1cc(NC(=O)c2ccc(COc3ccccc3Br)o2)cc(OC)c1OC,-0.5,3,5,-17,-0.4,-1.3,-0.9,18,-2.6,-1.8,-6
COc1ccc(/C=C/C(=O)OCC(=O)Nc2ccc(N3CCOCC3)cc2)cc1OC,-0.5,-9,-12,10,-0.3,-1.1,-1.4,-12,0.7,2.8,-23
Cc1ccccc1N(CC(=O)N/N=C/c1cc(C)n(-c2ccccc2C)c1C)S(C)(=O)=O,-0.2,0,-1,-23,-0.5,-1.1,1.7,5,1.4,-0.6,-2
COc1ccccc1-c1cccc([C@@H]2C[C@H]3[C@H](CON3C)CN2Cc2cc(Cl)cc(Cl)c2)c1,-0.8,-1,1,12,1.3,-0.4,-0.5,-4,1.8,0.4,-4
CCCN1CCc2c(sc(NC(=O)c3ccc(S(=O)(=O)N4CCN(C(=O)OCC)CC4)cc3)c2C(N)=O)C1,-0.2,-108,-7,-17,2.9,-0.6,-1.1,-12,3.6,-1.0,-106
COC(=O)[C@]12C[C@H](CC(=O)NCc3cccs3)C(=O)N(Cc3cccc4ccccc34)C1=C[C@H](C(C)(C)C)O[C@@H]2C,nt,5,8,-15,-1.6,-0.9,1.7,18,nt,4.1,-59
CC[C@@H](CCCc1ccc(F)cc1)CN(Cc1ccc(OC)cc1)S(=O)(=O)c1ccc(C)cc1,nt,0,-4,5,-0.5,-1.2,-0.2,-8,nt,0.4,-4
CC1CCCC(C)N1C(=O)CSc1nnc(-c2cccs2)o1 (stereo not given),1.9,0,-2,-1,4.7*,-0.1,5.2,-2,4.5,18*,3
O=C(Cc1cccc(NC(=O)C2CCCN(C(=O)C3CCCCC3)C2)c1)Nc1cccc(C(=O)N2CCOCC2)c1 (stereo not given),-1.3,-1,0,-5,-0.3,0.0,-0.7,-6,-2.0,-1.1,2
CSc1ccccc1OCc1cc(C(=O)NCCc2ccco2)no1,0.4,-1,-1,-7,-0.1,0.0,-1.6,-5,0.9,2.1,-16
CS(=O)(=O)N1CCN(c2ccc(NC(=S)NC(=O)c3ccccc3[N+](=O)[O-])cc2)CC1,0.6,1,-1,6,-0.1,-1.4,-2.4,3,-0.6,0.2,5
